Screening data from PubChem.
MC4R antag cAMP: antagonists of human melanocortin 4 receptor (MC4R); P32245; MC4R-expressing cells, MTII-stimulated cAMP, LANCE TR-FRET; inhibition, % at 6.5 µM; 360,000 tested, 0.48% active; AID 540295;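 active = inhibition above its plate's cutoff, the mean of tested wells on that plate plus 3 SD, cut at about 29% in these data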;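 note: 0% = Melanotan II alone and 100% = Melanotan II plus saturating MCL0020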
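material = U2OS cells stably expressing human melanocortin 4 receptor (MC4R) | also added = Melanotan II challenge | dosing = single nominal compound dose of 6.5 µM | detection = TR-FRET with Eu-cAMP and labeled anti-cAMP, 671 nm | replication = singlicate | timing = compound 30 min, challenge 1 h, detection 1 h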
PDI turbidity: blocks human protein disulfide isomerase activity. AID 588391. inhibition, % at 10 µM. PDI insulin aggregation turbidity, A650, 90 min. 350,000 tested, 0.052% active;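 active = mean inhibition across replicates of 30% or more, whatever share of single replicates reach that level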;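 note: absorbance from insulin aggregation driven by PDI reduction with DTT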
Glyco luc inh: blocks N-linked glycosylation in D54 reporter cells; AID 588692; D54 ERlucT glycosylation luciferase reporter, 24 h; percent of 100 nM tunicamycin response; reporter increase, % at 12.5 µM; 360,000 tested, 0.23% active;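 active = mean luciferase reporter signal, scaled so untreated is 0 and the glycosylation-blocking control 100, at or above a set limit in every replicate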;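 note: luciferase carries N-glycosylation sites so blocking glycosylation raises the light; 0% = median of neutral control wells and 100% = median of 100 nM tunicamycin wells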
CaV13 FRET inh: Primary screen for inhibitors of IQ motif and Ca2+-dependent inactivation inhibitor domain binding in CACNA1D, Förster resonance energy transfer in living cells, …; 340,000 tested, 0.098% active; inhibition, % at 12.3 µM; HEK cells, CFP/YFP FRET ICDI-IQ, plate reader, 10 min; percent FRET-ratio fall versus neutral wells;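 active = mean replicate inhibition of at least 30% and at least 1% of replicates passing that level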;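 note: 0% = median of the neutral control wells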
Cardio protect: protects H9c2 cardiomyocytes from peroxide injury; H2O2 injury protection, ATPLite, 2 h; protection from H2O2 cell death, % at 20 µM; 360,000 tested, 0.63% active; AID 588492;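 active = compounds giving at least 50% protection of heart cells from peroxide-induced death in the single-dose screen, raw or plate-pattern-corrected value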;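 note: 0% = DMSO wells with peroxide and 100% = DMSO wells without peroxide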
m5-HT2A agonist: agonists of mouse serotonin 5-HT2A receptor (HTR2A). activation, % at 7.6 µM. CHO-K1 mHTR2A beta-arrestin complementation, luminescence; percent of 30 µM serotonin response. P35363. 360,000 tested, 0.66% active;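 active = activation above a run cutoff, the mean activation of all tested compounds plus 3 SD, cut at about 14% in these data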;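 note: 0% = plate median of compound wells and 100% = 30 µM serotonin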
ABHD5 PLIN5 PPI: blocks binding of human ABHD5 to perilipin-5 | 360,000 tested, 0.78% active | Q00G26+Q8WTS1 | AID 602281 | inhibition, % at 4 µM | Split G. princeps luciferase complementation, luminescence, 4 h;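 active = inhibition above the mean inhibition across every tested compound plus 3 SD, cut at about 22% in these data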;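 note: 0% = DMSO only wells and the 100% control is not disclosed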
MC4R barr agon: activates human MC4R beta-arrestin recruitment. U2OS MC4R beta-arrestin complementation, luminescence; percent of melanotan II response, DMSO zero. 360,000 tested, 0.98% active. AID 540308. activation, % at 8.9 µM;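 active = activation above a per-plate cutoff, the mean activation of sample wells on that plate plus 3 SD, cut at about 8% in these data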
ABCB6 inh MLPCN: inhibitors of human ABC transporter ABCB6; Q9NP58; K562-ABCB6 porphyrin accumulation, flow cytometry, 1 h; active compounds read low; fluorescence ratio to DMSO, % at 10 µM; 360,000 tested, 0.19% active;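 active = fluorescence ratio to DMSO below 75%, the collection mean minus 3 SD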;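 note: signal is porphyrin accumulated inside mitochondria; 100% equals median channel fluorescence of DMSO control wells; lower ratio means ABCB6 inhibition with less porphyrin fluorescence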
Target sequence (Q9NP58 whole entry, looked up): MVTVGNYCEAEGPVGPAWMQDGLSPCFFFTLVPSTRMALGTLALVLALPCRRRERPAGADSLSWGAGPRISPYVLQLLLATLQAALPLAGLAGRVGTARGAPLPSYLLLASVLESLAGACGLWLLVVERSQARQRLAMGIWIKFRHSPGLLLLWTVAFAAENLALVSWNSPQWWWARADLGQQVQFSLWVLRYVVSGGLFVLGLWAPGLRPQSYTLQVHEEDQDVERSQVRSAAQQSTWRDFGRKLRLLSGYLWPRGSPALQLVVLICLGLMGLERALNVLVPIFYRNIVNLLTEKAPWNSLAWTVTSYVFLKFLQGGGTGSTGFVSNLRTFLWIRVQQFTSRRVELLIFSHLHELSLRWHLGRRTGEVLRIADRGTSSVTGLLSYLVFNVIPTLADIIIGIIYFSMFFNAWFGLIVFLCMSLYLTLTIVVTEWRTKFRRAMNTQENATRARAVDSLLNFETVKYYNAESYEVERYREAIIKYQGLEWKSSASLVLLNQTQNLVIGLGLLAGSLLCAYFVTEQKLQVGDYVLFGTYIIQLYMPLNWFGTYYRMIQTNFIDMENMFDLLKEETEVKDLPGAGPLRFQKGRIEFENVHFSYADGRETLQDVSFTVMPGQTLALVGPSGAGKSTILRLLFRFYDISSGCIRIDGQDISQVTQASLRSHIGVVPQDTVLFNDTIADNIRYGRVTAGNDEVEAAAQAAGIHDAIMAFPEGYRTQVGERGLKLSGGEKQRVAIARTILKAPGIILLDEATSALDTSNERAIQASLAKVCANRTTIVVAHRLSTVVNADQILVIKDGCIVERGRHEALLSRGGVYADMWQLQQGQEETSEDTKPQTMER
Exocytosis inh: lytic granule exocytosis inhibition. TALL-104 LAMP-1 surface exposure, flow cytometry; cells stimulated with thapsigargin and PMA. inhibition, % at 10 µM. 360,000 tested, 0.66% active. AID 651702;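 active = inhibition above about 55%, limit read from the data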
An asterisk follows results filed as active; . = not tested or not shown. Rows were taken by chance; 4.2% or so of the library scored in one or more.

SMILES	MC4R antag cAMP	PDI turbidity	Glyco luc inh	CaV13 FRET inh	Cardio protect	m5-HT2A agonist	ABHD5 PLIN5 PPI	MC4R barr agon	ABCB6 inh MLPCN	Exocytosis inh
CCn1cc(C(=O)N2CCCCC2)c(=O)c2cc(S(=O)(=O)N3CCC(C)CC3)ccc21	6	-1	1	-4	-1	-6	1	1.4	92	-2
CCCCCCCCN=C1NC(=O)CS1	1	-5	-1	-8	2	3	-5	1.4	98	0
CCOC(=O)c1c(NC(=O)COC(=O)c2ccccn2)sc2c1CCC2	-5	18	10	-2	-5	3	0	-1.1	93	1
CC(=O)CC(C)(C)Nc1nc2cc([N+](=O)[O-])ccc2o1	19	2	0	3	1	0	2	-0.2	101	-1
N#Cc1cc2c(nc1Cl)CCC2	17	-10	0	-5	2	0	1	0.4	94	-2
CN(CC(=O)Nc1ccccc1Cl)C(=O)c1ccc(COc2ccccc2)cc1	6	2	-1	-5	1	-1	-1	-0.3	90	-5
O=[N+]([O-])c1ccccc1Oc1ccc(C(F)(F)F)cn1	20	-5	0	-6	-5	0	0	1.9	100	-3
c1ccc(CSc2ccc(-c3ccccn3)nn2)nc1	0	-5	-4	5	8	2	0	-1.0	105	-1
Cc1ccccc1OCCOC(=O)c1cc(S(=O)(=O)N2CCOCC2)ccc1C	9	19	-2	-15	2	-2	1	-0.8	90	-6
CN(C)S(=O)(=O)c1cccc(-c2nnc(SCc3cc(Cl)cc4c3OCOC4)n2N)c1	15	-2	0	-5	6	-2	1	0.8	91	1
COC1CCN(Cc2c(C(=O)N3CCN(C4CCCCC4)CC3)nc3ccccn23)CC1	8	-4	-1	.	7	1	-1	-2.4	102	8
CC1CCCN(C(=O)CSc2nnc(-c3ccncc3)n2C)C1 (centres undefined)	-4	3	1	-16	2	1	1	-2.8	93	-2
O=C(Nc1ccon1)c1ccccc1F	0	-6	2	-6	7	3	4	-0.5	96	-4
COc1ccc(-c2cc(C(F)(F)F)nc(S(=O)(=O)CCCC(=O)Nc3cccc(O)c3)n2)cc1OC	11	1	-9	-6	-5	1	23*	-3.4	99	-2
O=C1COc2ccc(-c3n[nH]c(=O)c4ccccc34)cc2N1	3	-4	-2	-2	59*	10	-3	0.2	95	-3
CCNC(=S)NNC(=O)c1cc(-c2cc(C)ccc2C)nc2ccccc12	-2	-2	0	-8	0	-5	-7	-1.4	99	-1
O=C(O)C1Cn2c(nc3c(c2=O)C2(CCCC2)Cc2ccccc2-3)S1 (centres undefined)	-6	7	1	-1	-2	3	-3	-2.9	104	2
Cn1cnc([N+](=O)[O-])c1SCC(O)CCl (centres undefined)	3	2	1	3	1	-2	5	-3.8	100	1
CCCN1C(=S)SC(C)(C)C1/[N+]([O-])=C/c1ccc(S(=O)(=O)NC)cc1 (centres undefined)	19	-7	3	-2	-1	5	-8	-0.1	94	0
CC(C)C(NC(=O)c1ccco1)C(=O)NCC(c1ccco1)N1CCCCC1 (centres undefined)	-1	1	-1	-6	1	-1	2	-1.8	91	-2
COc1ccc(NC(=O)c2sc3nc(C)nc(N4CCN(c5ccccn5)CC4)c3c2C)c(OC)c1	2	6	1	-7	29	9	3	-1.5	88	33
CC(=O)OCCOc1nc(NC(C)C)nc(NC(C)C)n1	-2	-3	3	-4	2	-3	3	-1.3	98	2
O=C(COc1ccccc1F)NNC(=O)Cc1ccc(S(=O)(=O)N2CCOCC2)s1	16	-7	2	-6	1	1	-5	-1.4	96	-1
COc1ccc(S(=O)(=O)Nc2cccc3c2O[C@H](CN(C)S(=O)(=O)c2cn(C)cn2)[C@@H](C)CN([C@H](C)CO)C3=O)cc1	1	4	1	-4	0	-1	2	-1.8	100	-5
CCOC(=O)N/N=C\c1sccc1C	14	1	-1	7	1	-1	-2	1.7	98	2
CNC(=S)N1N=C(c2ccc(OC)cc2)CC1c1ccc(N(C)C)cc1 (centres undefined)	-3	8	0	-5	-3	-9	5	-0.4	96	1
CN1CCCN(C(=O)/C=C/c2ccc(Cl)cc2Cl)CC1	6	-5	-4	-5	5	-6	-4	0.2	98	8
CC(Oc1ccccc1Br)C(=O)N1CCc2ccccc21 (centres undefined)	5	0	2	-5	-2	-7	-5	-0.9	103	-1
O=C(/C=C/c1ccccc1)Nc1cccc(C(=O)N2CCCCC2)c1	-8	-3	-1	-9	-7	-5	8	-2.4	95	0
Cc1nn2c(=O)cc(COC(=O)c3c(F)cccc3Cl)nc2s1	-4	-3	-4	-5	7	2	1	-0.5	98	1

Part of the list above in order of SMILES length, ascending.
SMILES	MC4R antag cAMP	PDI turbidity	Glyco luc inh	CaV13 FRET inh	Cardio protect	m5-HT2A agonist	ABHD5 PLIN5 PPI	MC4R barr agon	ABCB6 inh MLPCN	Exocytosis inh
CC(Oc1ccccc1Br)C(=O)N1CCc2ccccc21 (centres undefined)	5	0	2	-5	-2	-7	-5	-0.9	103	-1
CNC(=S)N1N=C(c2ccc(OC)cc2)CC1c1ccc(N(C)C)cc1 (centres undefined)	-3	8	0	-5	-3	-9	5	-0.4	96	1
COc1ccc(NC(=O)c2sc3nc(C)nc(N4CCN(c5ccccn5)CC4)c3c2C)c(OC)c1	2	6	1	-7	29	9	3	-1.5	88	33

Next part
SMILES	MC4R antag cAMP	PDI turbidity	Glyco luc inh	CaV13 FRET inh	Cardio protect	m5-HT2A agonist	ABHD5 PLIN5 PPI	MC4R barr agon	ABCB6 inh MLPCN	Exocytosis inh
C=CCSc1nc(C)c2cc(C)cc(C)c2n1	-20	-3	-2	-4	-12	0	1	3.4	90	2
CCOC(=O)[C@@H]1[C@H]2COc3ccc(Br)cc3[C@@H]2N2C(=O)N(c3cccc(Cl)c3)C(=O)[C@]12C	2	2	-4	-9	-2	10	-8	-0.3	95	5
O=C(O)c1cc(-c2ccccc2)on1	0	-7	-1	-9	-2	1	13	0.2	99	1
Cc1cccc(Cc2c(C)[nH]c(=O)c(C#N)c2C)c1	0	-2	0	7	6	1	3	-1.5	104	-2
COC(=O)/C(C#N)=C/c1c(N2CCCCCC2)nc2ccccn2c1=O	8	18	3	-4	8	-2	6	-0.3	97	11
COc1ccc2sc(-c3ccccc3OC)c(-c3ccc(SC)cc3)c2c1	.	.	.	-9	.	2	-7	.	99	16
c1ccc(C(c2ccccc2)c2noc(CN3CCN(C4CCCC4)CC3)n2)cc1	1	12	-5	-4	2	-4	-2	0.8	108	-2
C[C@@H]1CN([C@H](C)CO)C(=O)CCCn2nncc2CO[C@H]1CN(C)S(=O)(=O)c1cccc(F)c1	3	1	0	-5	3	2	2	3.3	94	2
Cc1cc2c(s1)c1cnn(Cc3ccccc3F)c(=O)c1n2C	-5	-5	-2	-5	-9	3	6	-0.7	91	-7
O=C(C1=C(O)C(=O)N(Cc2ccco2)C1c1cccc([N+](=O)[O-])c1)c1ccco1 (centres undefined)	1	-6	2	-2	-3	4	-2	-3.0	98	-2
O=C(Cc1ccccc1Cl)Nc1ccc(S(=O)(=O)Nc2nccs2)cc1	7	-1	-1	-5	2	1	-2	-2.4	98	-3
C/C=N/N(c1ccccc1)c1ccccc1	19	2	1	-16	0	1	-10	2.5	93	1
COc1cc(NS(=O)(=O)c2cc(C(=O)NCCc3ccccn3)ccc2OC)cc(OC)c1	6	1	-1	-6	4	-3	5	0.4	94	-3
O=C(Nc1cccc(F)c1)NC1(C(=O)N2CCOCC2)CCCCC1	6	-3	1	-2	-2	0	-6	-0.6	83	6
COCCn1c(SCC(=O)NC2CCCC2)nnc1-c1ccco1	6	2	1	-3	-2	-4	-2	-2.0	101	-6

Some of the entries so far, with two lines to a compound:
Results follow in this order: MC4R antag cAMP, PDI turbidity, Glyco luc inh, CaV13 FRET inh, Cardio protect, m5-HT2A agonist, ABHD5 PLIN5 PPI, MC4R barr agon, ABCB6 inh MLPCN, Exocytosis inh
> C=CCSc1nc(C)c2cc(C)cc(C)c2n1
    -20, -3, -2, -4, -12, 0, 1, 3.4, 90, 2
> CCOC(=O)[C@@H]1[C@H]2COc3ccc(Br)cc3[C@@H]2N2C(=O)N(c3cccc(Cl)c3)C(=O)[C@]12C
    2, 2, -4, -9, -2, 10, -8, -0.3, 95, 5
> O=C(O)c1cc(-c2ccccc2)on1
    0, -7, -1, -9, -2, 1, 13, 0.2, 99, 1
> Cc1cccc(Cc2c(C)[nH]c(=O)c(C#N)c2C)c1
    0, -2, 0, 7, 6, 1, 3, -1.5, 104, -2
> COC(=O)/C(C#N)=C/c1c(N2CCCCCC2)nc2ccccn2c1=O
    8, 18, 3, -4, 8, -2, 6, -0.3, 97, 11
> COc1ccc2sc(-c3ccccc3OC)c(-c3ccc(SC)cc3)c2c1
    ., ., ., -9, ., 2, -7, ., 99, 16
> c1ccc(C(c2ccccc2)c2noc(CN3CCN(C4CCCC4)CC3)n2)cc1
    1, 12, -5, -4, 2, -4, -2, 0.8, 108, -2
> C[C@@H]1CN([C@H](C)CO)C(=O)CCCn2nncc2CO[C@H]1CN(C)S(=O)(=O)c1cccc(F)c1
    3, 1, 0, -5, 3, 2, 2, 3.3, 94, 2
> Cc1cc2c(s1)c1cnn(Cc3ccccc3F)c(=O)c1n2C
    -5, -5, -2, -5, -9, 3, 6, -0.7, 91, -7
> O=C(C1=C(O)C(=O)N(Cc2ccco2)C1c1cccc([N+](=O)[O-])c1)c1ccco1 (centres undefined)
    1, -6, 2, -2, -3, 4, -2, -3.0, 98, -2
> O=C(Cc1ccccc1Cl)Nc1ccc(S(=O)(=O)Nc2nccs2)cc1
    7, -1, -1, -5, 2, 1, -2, -2.4, 98, -3

Later entries:
SMILES	MC4R antag cAMP	PDI turbidity	Glyco luc inh	CaV13 FRET inh	Cardio protect	m5-HT2A agonist	ABHD5 PLIN5 PPI	MC4R barr agon	ABCB6 inh MLPCN	Exocytosis inh
COc1ccc2c(ccc[n+]2CC(=O)c2ccccc2)c1	4	2	1	-2	-4	-3	-2	-1.2	106	38
O=C(CCc1c[nH]c2ccccc12)NCc1ccncc1	-2	4	2	-4	2	2	1	-1.6	99	-8
CCOC(=O)c1ccc(N=Cc2nc(-c3ccccc3)oc2OC(C)=O)cc1	8	-3	0	-9	-8	2	3	-2.5	101	0
Cc1cc(C)cc(N(CC(=O)NC2CCCC2)C(=O)c2csnn2)c1	11	-3	2	-2	0	3	-2	-1.1	97	-6
Cc1c(S(=O)(=O)N2CCN(c3cccc(Cl)c3)CC2)c(=O)n(C)c(=O)n1C	3	-11	0	-7	2	2	0	-2.6	102	-1
COc1ccc(-c2nnc(-c3ccc(N(C)C)cc3)o2)cc1	3	-2	-1	-10	-4	-1	4	5.4	98	-2
O=S(=O)(Nc1ccc(N2CCCCC2)cc1)c1ccc(F)cc1F	8	-2	-2	-17	-3	-1	-2	-1.2	115	-5
Cn1ncc(Cl)c1C(=O)N1CCCc2ccccc21	17	2	-6	-5	-4	3	-3	1.5	100	-2
COC(=O)c1ccccc1NC(=O)c1cnn2c(C(F)F)cc(C3CC3)nc12	-1	-1	-2	.	14	0	-1	-0.5	99	0
CCN(Cc1ccccc1)S(=O)(=O)c1ccc(C(=O)N(CCCN(C)C)c2nc3cc(OC)ccc3s2)cc1	5	6	-7	-3	-10	-2	6	-0.5	94	-3
